From PubChem BioAssay
TrxR1 inh: rat TrxR1 inhibition | O89049 | recombinant rTrxR1, NADPH fluorescence consumption, selenite substrate | Potency, µM (highest dose often 114 µM), without a hit: at the highest dose activity change, negative = inhibition, most hits filed as inhibitors | 390,000 tested, 1% active | AID 588453; note: potency is the fitted concentration of half-maximal effect; % is set by controls: 0 for no effect and ±100 for the full control effect; nearly all actives have a fitted effect of over 65% in size
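Rat TrxR1 (90 nM in the dispensed reagent) was pre-reduced with 400 uM NADPH for 5 min at room temperature, then incubated with compound for 15 min. After 400 uM selenite was added, NADPH fluorescence (Ex 340/Em 450 nm) was followed for 8 min.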
USP1-UAF1 inh: blocks the human USP1/UAF1 deubiquitinase complex; O94782; 390,000 tested, 0.23% active; recombinant USP1/UAF1, Ub-Rhodamine cleavage fluorescence; Potency, µM (series often up to 57.1 µM), without a hit: at the top dose activity change, negative = inhibition, most hits filed as inhibitors; note: potency is the fitted concentration of half-maximal effect; % is set by controls: 0 for no effect and ±100 for the full control effect; nearly all actives have a fitted effect of over 60% in size; inactives centre near -12
Target sequence (O94782 whole entry, looked up): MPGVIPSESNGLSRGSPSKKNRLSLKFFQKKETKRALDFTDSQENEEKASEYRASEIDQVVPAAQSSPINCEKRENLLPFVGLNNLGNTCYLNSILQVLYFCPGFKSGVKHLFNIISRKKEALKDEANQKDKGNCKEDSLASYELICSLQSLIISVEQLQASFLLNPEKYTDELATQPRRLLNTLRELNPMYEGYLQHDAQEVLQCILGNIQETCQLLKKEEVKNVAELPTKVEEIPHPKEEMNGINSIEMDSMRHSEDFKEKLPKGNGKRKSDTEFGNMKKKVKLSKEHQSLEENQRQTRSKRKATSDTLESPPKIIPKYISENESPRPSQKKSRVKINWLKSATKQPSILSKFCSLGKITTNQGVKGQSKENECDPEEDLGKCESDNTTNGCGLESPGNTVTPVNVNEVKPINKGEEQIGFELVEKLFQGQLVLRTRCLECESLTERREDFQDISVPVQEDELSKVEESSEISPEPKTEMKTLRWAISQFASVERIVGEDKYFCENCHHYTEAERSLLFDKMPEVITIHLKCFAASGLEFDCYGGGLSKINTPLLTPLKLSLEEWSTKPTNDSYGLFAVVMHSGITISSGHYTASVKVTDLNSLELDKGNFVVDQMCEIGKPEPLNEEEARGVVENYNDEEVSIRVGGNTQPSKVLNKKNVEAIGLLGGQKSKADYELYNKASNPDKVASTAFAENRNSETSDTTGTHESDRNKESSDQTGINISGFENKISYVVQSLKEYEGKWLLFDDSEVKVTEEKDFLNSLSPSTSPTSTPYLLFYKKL
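High-throughput fluorogenic screen: 1nM USP1/UAF1 complex, Ub-Rho substrate 150nM final, 50mM HEPES pH 7.8 with 0.5mM EDTA, 0.1 mg/ml BSA, 1mM TCEP and 0.01% Tween-20.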
D2 antag: antagonizes the human D2 dopamine receptor | P14416 | HEK293 TREx D2 cells, calcium flux, dopamine EC80 | inhibition, % at 10 µM | 340,000 tested, 2% active; in the data active = inhibition above about 30%; note: 0% is about no effect
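Tetracycline-induced HEK293 TREx cells expressing D2 receptor forced-coupled to calcium signalling, loaded with no-wash calcium dye. Compounds added and calcium flux read 180 s, then dopamine added at EC80 and read a further 180 s.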
D2 agonist: D2 dopamine receptor (human) agonism; activation, % at 2 µM; 340,000 tested, 0.53% active; HEK293 T-REx D2 cells, calcium flux agonist mode;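 active = activation over 3 SD above normal in the single-dose calcium agonist read, cut at about 30% in these data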; note: 0% is about no effect
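In this primary screen, compounds producing a positive calcium signal within 180 s of addition to tetracycline-induced, force-coupled HEK293 Trex D2 cells are flagged; cells are dye-loaded with a no-wash calcium kit beforehand.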
PI4K2A block: inhibitors of human PI4K2A; Q9BTU6; purified PI4K2A, ADP-Glo luminescence, 1 h; hits give low values; activity change, negative = inhibition, % at 76.9 µM; 420,000 tested, 0.13% active; AID 1346378; in the data active = activity change below about -50%; inconclusive = mostly about -30% to -49%;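 note: -100% = wells without enzyme as full effect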
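ADP-Glo luminescence measured ADP generated by PI4K2A enzyme (4 ug/mL before mixing) with 1.2 mM PI substrate (pre-mix) and 300 microM ATP (pre-mix). Tris pH7.5 buffer with MgCl2, Triton X-100; 1 h reaction at ambient temperature.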
TRHR PAM: TRH receptor (human) allosteric enhancement; P34981; TRHR cells, fluo-8 calcium fluorescence, EC20 TRH enhancement; enhancement, % at 2 µM; 360,000 tested, 0.66% active; in the data active = enhancement above about 30%; note: 0% is about no effect
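TRHR-expressing cells loaded with fluo-8 calcium dye were read kinetically (ex 480/em 530) during compound addition, then stimulated with an EC20 of TRH (10 nM final). Enhancement of the Gq-mediated intracellular calcium response was scored.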
TrxR1 substrate: substrates of rat thioredoxin reductase 1. O89049. purified TrxR1 substrate turnover, NADPH consumption readout. Potency, µM (doses to about 114 µM), for inactives: top-dose activity change, negative = substrate turnover. 390,000 tested, 0.01% active. AID 588456; note: potency is the fitted concentration of half-maximal effect; % is set by controls: 0 for no effect and ±100 for the full control effect; nearly all actives have a fitted effect of over 50% in size
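Rat TrxR1, dispensed at 90 nM, was prereduced with 400 uM NADPH (final) for 5 min at ~22 deg C, then incubated with compound 15 min before 400 uM selenite. A first-read NADPH fluorescence drop versus no-compound background flagged substrates.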
mIDH1 inhibitor: blocks human mutant IDH1 R132H enzyme. 390,000 tested, 0.093% active. IDH1-R132H enzyme, NADPH consumption, diaphorase/resazurin fluorescence. O75874. Potency, µM (doses to about 76.6 µM), inactives show at the top dose activity change, negative = inhibition, actives largely listed as inhibitors. AID 602179; note: potency is the fitted concentration of half-maximal effect; % is set by controls: 0 for no effect and ±100 for the full control effect; nearly all actives have a fitted effect of over 65% in size
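IDH1-R132H (0.5 ug/mL dispensed) in pH 7.5 Tris buffer was preincubated 30 min with compound, then given a substrate mix of 0.016 mM NADPH and 2 mM alpha-KG for 80 min at room temperature; remaining NADPH was read by diaphorase/resazurin fluorescence.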
TRHR agonist: activates the human TRH receptor; activation, % at 2 µM; TRHR cells, calcium flux fluo-8, FDSS agonist mode; P34981; 360,000 tested, 0.18% active; in the data active = activation above about 30%; note: 0% is about no effect
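Read-out: compound-evoked intracellular calcium rise in TRHR cells, fluo-8 dye, kinetic FDSS fluorescence at 1 s/cycle following a 10-cycle baseline. Cells cultured overnight before dye loading (30 min–1.5 h, RT).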
The depositor's hits bear a star; ? = inconclusive; · = not tested or not shown; [ ] = dose if it differs, or a comment. Unless noted, calls come from the whole dose curve; as a rule, active = well fitted inhibition curve with a large enough effect; inconclusive = small, poorly fitted or top-dose-only effect; inactive = no such curve, though single readings can be large or run the other way.

The line under a structure holds: USP1-UAF1 inh, mIDH1 inhibitor, TrxR1 substrate, PI4K2A block, D2 agonist, TrxR1 inh, D2 antag, TRHR agonist, TRHR PAM
CCn1c(C)nc2cc(C(=O)NNC(=S)Nc3ccccc3OC)ccc21
    -4.7%, 2.4%, 4.9%, -2.3, 0.6, -7.6%, -0.6, 0.4, 0.3
CC1NC(=S)N(Cc2ccccc2)C1=O (stereo not given)
    -15.3%, 0.0%, 1.9%, 0.0, 0.9, 7.5%, 0.2, -0.4, -5.3
COc1ccc(-c2c(-c3ccsc3)oc(=O)c3cc(OC)c(OC)cc23)cc1
    11.2%, 11.2µM*, 18.8%[57.1 µM], 3.4, 2.0, 48.3%, 4.6, -0.3, -4.3
O=C(CSc1nnc(-c2ccccc2O)o1)Oc1ccc(OCc2ccccc2)cc1
    0.9%, 12.6%, 17.8%[57.1 µM], -3.3, 0.8, 9.8%[57.1 µM], 23.8, 2.1, -5.1
O=C1C=CN(Cc2ccccc2)CC1
    -5.3%, 8.8%, -13.9%, 5.3, 0.2, -11.3%, 15.1, 0.4, 2.3
CC(=O)c1cccc(NC(=O)C(=O)Nc2cccc3ccccc23)c1
    -6.5%, 1.3%, -13.1%[57.1 µM], 3.6, 1.4, 25.1%[57.1 µM], -5.1, 0.1, -4.6
O=C(O)c1ccccc1C(=O)c1ccc(F)c(F)c1
    -7.7%, -12.0%, -1.5%, 2.3, ·, -0.5%, ·, ·, ·
CCN(CC)C(=O)C(Sc1ccccc1)c1ccccc1 (stereo not given)
    -0.1%, -2.5%, -10.5%, 4.2, -0.2, -11.0%, 11.9, -0.8, -1.2
O=C(CCCSc1nc(-c2ccco2)cc(C(F)(F)F)n1)Nc1ccc2c(c1)OCO2
    -26.3%, 4.0%, -9.4%, -3.3, 0.1, -8.4%, -25.2, -0.5, 0.6
COc1cc(C(=O)NCc2nnc(SCC(=O)Nc3c(C)cc(C)cc3C)o2)cc(OC)c1OC
    -24.3%, 0.0%, 1.6%, 2.5, -0.2, 19.7%, -6.7, 0.0, 0.5
CC(=O)Nc1cc2c3ccccc3ccc2c2ccccc12
    -2.6%, -2.1%, 14.9%, 2.4, ·, -7.0%, ·, ·, ·
O=C(COC(=O)CSc1nnc(-c2ccc(Cl)cc2)o1)Nc1cc(Cl)cc(Cl)c1
    -5.1%, -4.9%, 5.8%[57.1 µM], -2.0, ·, 46.3%, ·, 1.6, -8.1
Cc1c(F)cccc1NS(=O)(=O)c1ccc(OCCNS(C)(=O)=O)cc1
    -13.5%, 0.1%, -1.9%[57.1 µM], 2.7, 0.9, 2.0%[57.1 µM], -6.1, -0.1, -1.2
COCc1c(Br)c(C)nc(OCC(=O)N/N=C/c2cc(C)n(-c3ccc([N+](=O)[O-])cc3)c2C)c1C#N
    -8.6%, 3.9%, 0.4%, -2.8, 1.1, 3.9%, -12.8, 0.5, -1.2
O=C(CSc1nnc2ccc(-c3ccccn3)nn12)N1CCCC1
    -18.8%, -2.5%, 2.0%, -1.2, ·, 28.2%, ·, ·, ·
Cc1nn2c(NCCN3CCOCC3)c3c(nc2c1-c1ccccc1)CCCC3
    -15.8%, 0.0%, -1.7%, 6.9, 0.3, -15.4%, 3.8, -0.9, -5.0
CCOc1ccc(S(=O)(=O)NCCC(=O)NCc2cccnc2)cc1
    -13.4%, 8.8%, 0.1%[57.1 µM], -0.6, ·, 7.2%, ·, 0.3, -0.7
COc1cc(OC)c(C=NNC(=S)NC23CC4CC(CC(C4)C2)C3)c(OC)c1
    -3.3%, -4.4%, 5.0%[57.1 µM], 10.8, ·, -5.6%[11.4 µM], ·, ·, ·
COCc1cc(C)nc(OCC(=O)N/N=C/c2ccc(C)o2)c1C#N
    -10.3%, -8.8%, -9.0%, -2.2, 6.8, -17.3%, -3.9, 0.3, -2.3
C=CCC1(N(C(C)=O)c2ccccc2)CCCCC1
    -8.5%, 4.3%, -6.6%, 3.3, -0.8, 0.7%, 2.2, -0.4, 1.3
COc1ccc(CCNC(=O)CNCC2CCCCC2)cc1OC
    -13.5%, -4.9%, -0.6%, -0.2, 0.2, 7.6%, 3.6, 0.3, 3.0
CC(C)CN(C(=O)COC(=O)Cc1c[nH]c2ccccc12)c1c(N)n(Cc2ccccc2)c(=O)[nH]c1=O
    -0.4%, -10.8%, -10.1%, 1.5, 0.1, 2.4%, 1.0, -0.3, 9.4
COc1ccc(C(=O)C2CCCN(C(=O)Cn3ccc(C)n3)C2)cc1OC (stereo not given)
    -8.5%, 29.8%, 2.6%, 0.2, -1.6, 7.3%, 12.7, -0.7, -1.8
Brc1cccc(-c2nnc3sc(CN4CCC5(CC4)OCCO5)cn23)c1
    -11.7%, 12.5%, 3.0%, -5.2, 0.5, 3.9%, -6.1, 0.2, 2.3
Cc1ccc(S(=O)(=O)c2cc(O)ccc2O)cc1C
    -23.8%, 18.0%, -1.4%, -1.6, -0.4, ?, -11.6, -0.4, -5.4
Cc1ccc(O)c(NC(=O)c2cc(-c3ccc4c(c3)OCO4)on2)c1
    ?, 5.1%, -6.0%, 0.4, 0.4, 13.1%, ·, 1.3, 2.7
O=C(NCc1ccccc1Cl)C1CCN(C(=O)N2CCOc3ccccc32)CC1
    ?, -0.1%, 7.0%, -1.2, -1.7, 27.3%, ·, -0.1, -4.8
Cc1c(Cc2ccccc2)c(=O)[nH]c(=O)n1C
    -4.7%, 4.1%, -5.9%[2.29 µM], 2.3, ·, 14.3%[57.1 µM], ·, ·, ·
Cc1ccccc1C(N)c1ccncc1 (stereo not given)
    1.3%, 2.7%, -3.3%, -0.6, 0.0, 36.4%[2.29 µM], -1.8, -0.5, 11.7
Cc1ccccc1CN1CCN(CC(=O)NCc2ccccc2)CC1
    -12.2%, 3.9%, -8.7%, 0.2, 0.3, -1.7%[57.1 µM], 2.2, 0.3, -2.2

As a short view, some entries already given.
The line under a structure holds: USP1-UAF1 inh, mIDH1 inhibitor, TrxR1 substrate, PI4K2A block, D2 agonist, TrxR1 inh, D2 antag, TRHR agonist, TRHR PAM
CCn1c(C)nc2cc(C(=O)NNC(=S)Nc3ccccc3OC)ccc21
    -4.7%, 2.4%, 4.9%, -2.3, 0.6, -7.6%, -0.6, 0.4, 0.3
CC1NC(=S)N(Cc2ccccc2)C1=O (stereo not given)
    -15.3%, 0.0%, 1.9%, 0.0, 0.9, 7.5%, 0.2, -0.4, -5.3
COc1ccc(-c2c(-c3ccsc3)oc(=O)c3cc(OC)c(OC)cc23)cc1
    11.2%, 11.2µM*, 18.8%[57.1 µM], 3.4, 2.0, 48.3%, 4.6, -0.3, -4.3
O=C(CSc1nnc(-c2ccccc2O)o1)Oc1ccc(OCc2ccccc2)cc1
    0.9%, 12.6%, 17.8%[57.1 µM], -3.3, 0.8, 9.8%[57.1 µM], 23.8, 2.1, -5.1
O=C1C=CN(Cc2ccccc2)CC1
    -5.3%, 8.8%, -13.9%, 5.3, 0.2, -11.3%, 15.1, 0.4, 2.3
CC(=O)c1cccc(NC(=O)C(=O)Nc2cccc3ccccc23)c1
    -6.5%, 1.3%, -13.1%[57.1 µM], 3.6, 1.4, 25.1%[57.1 µM], -5.1, 0.1, -4.6
O=C(O)c1ccccc1C(=O)c1ccc(F)c(F)c1
    -7.7%, -12.0%, -1.5%, 2.3, ·, -0.5%, ·, ·, ·

Additional results follow:
The line under a structure holds: USP1-UAF1 inh, mIDH1 inhibitor, TrxR1 substrate, PI4K2A block, D2 agonist, TrxR1 inh, D2 antag, TRHR agonist, TRHR PAM
O=C(Cn1cc(C(F)(F)F)ccc1=O)Nc1ccc2c(c1)OCCO2
    -0.9%, -18.4%, 4.0%[57.1 µM], -1.4, ·, -9.4%[57.1 µM], ·, ·, ·
COc1ccc(C2C(C(=O)Nc3ccc(C)cc3C)=C(C)Nc3nc4ccccc4n32)c(OC)c1 (stereo not given)
    -25.0%, -11.8%, 4.2%, 1.3, -0.4, 11.1%, ·, -1.3, 3.9
Cc1nc(C)c(C(=O)C2=C(O)C(=O)N(CCN(C)C)C2c2ccccc2)s1 (stereo not given)
    -12.4%, -4.5%, -2.9%[57.1 µM], 1.7, 0.4, -5.6%[57.1 µM], -15.8, 2.0, 10.2
Clc1cccc(-c2ccc(-c3nc4ccccn4c3NCc3ccccc3)cc2)c1
    -26.4%, -6.7%, 18.7%, -6.7, ·, ?, ·, ·, ·
CCCN(CCC)C(=S)Nc1cc(C(=O)OC)ccc1C(=O)OC
    -11.6%, 7.9%, 2.0%, -1.0, -0.7, -16.9%, -5.4, -1.1, -3.0
CN(CC(=O)Nc1ccc(OC(F)(F)F)cc1)S(=O)(=O)c1ccc2c(c1)CCC(=O)N2
    -7.6%, 3.1%, -3.9%, 6.2, 0.4, 11.6%, ·, 0.0, 11.1
CCC1Nc2ncnc(N3CCOCC3)c2N(Cc2ccc(C)cc2)C1=O (stereo not given)
    19.7%, -4.1%, 1.7%[57.1 µM], -0.4, -0.1, -10.2%[57.1 µM], 12.5, -0.4, 1.1
O=S1(=O)C=C(Sc2nnc(-c3ccccc3)o2)c2ccccc21
    -9.8%, -2.0%, 6.7%, 5.8, 0.7, 0.398µM*, -6.5, -0.2, 3.5
O=C(C[n+]1ccc(-c2nnc3n2CCCCC3)cc1)c1ccc(Cl)cc1
    10.2%, -3.4%, 2.7%[57.1 µM], -3.0, -1.0, -27.7%[57.1 µM], -0.6, 0.2, 0.4
CC(=O)c1ccc(NS(=O)(=O)c2c(C)nc3scc(C)n3c2=O)cc1
    -22.8%, -12.1%, -8.0%, 0.1, 0.7, -0.1%, ·, 0.9, -0.5
COc1ccc(CN(CCCN2CCOCC2)S(=O)(=O)N(C)C)cc1OC
    3.8%, -4.5%, 9.4%[57.1 µM], -9.5, -0.4, -14.1%[57.1 µM], -12.9, -0.3, -7.8
